From PubChem
NR2E3 ag-1: NR2E3 agonists in two-hybrid cells, primary screen, cell-based, luminescence, CHO-S, Gal4-NCOR/VP16-NR2E3 | Photoreceptor-specific nuclear receptor (Homo sapiens), Q9Y5X4 | luciferase | inhibition of corepressor binding, % at 3.98 µM | 360,000 tested, 0.35% active | AID 602229, 2012;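 active = inhibition above the mean of all tested compounds plus 3 SD, cut at about 70% in these data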;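 note: 0% = DMSO with NR2E3 transfected cells and 100% = cells lacking NR2E3 construct; higher means lower luciferase signal from less NR2E3 corepressor binding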
Target sequence (Q9Y5X4 whole entry, looked up, the tested form may be a part): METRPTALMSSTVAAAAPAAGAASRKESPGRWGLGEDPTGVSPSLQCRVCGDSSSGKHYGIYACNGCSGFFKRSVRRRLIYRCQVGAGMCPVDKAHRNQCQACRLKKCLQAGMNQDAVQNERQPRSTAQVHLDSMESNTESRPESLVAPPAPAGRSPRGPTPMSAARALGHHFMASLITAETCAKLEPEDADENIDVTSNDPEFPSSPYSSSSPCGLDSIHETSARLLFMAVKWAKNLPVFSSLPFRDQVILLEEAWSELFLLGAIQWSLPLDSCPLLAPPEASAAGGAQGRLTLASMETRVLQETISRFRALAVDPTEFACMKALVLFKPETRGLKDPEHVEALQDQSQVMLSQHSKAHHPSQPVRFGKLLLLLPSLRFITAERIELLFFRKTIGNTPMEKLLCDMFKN
Shn3 inh set2: reduction of Shn3 3'UTR firefly luciferase signal, primary screen, Schnurri-3 inhibitor project, cell-based, Clone20 osteoblasts, set 2 | Clone20 osteoblast Shn3 3'UTR firefly luciferase, 24 h | inhibition, % at 12.5 µM | 360,000 tested, 0.52% active | AID 588674, 2011;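 active = mean inhibition of at least 75% with every replicate also reaching 75%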;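 note: 0% = median of neutral control wells and 100% = pilot-screen positive control compound; some compounds past the cut are filed as inactive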
TROY NFkB inh: inhibitors of TROY-driven NF-kB signaling, primary screen, Q293 LMP1-TROYcd cells, NF-kB luciferase, uHTS | Q293 LMP1-TROYcd NF-kB luciferase reporter, 4 h | inhibition, % at 10 µM | 360,000 tested, 0.98% active | AID 1347056, 2019;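 active = compounds whose plate-normalised and pattern-corrected inhibition of the luciferase reporter signal at the single screening dose is 50% or more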
Peg3 promoter: Peg3 promoter-driven luciferase inhibitors, primary screen, cell-based, HeLa, luciferase luminescence; HeLa PEG-Prom luciferase reporter, overnight; inhibition, % at 20 µM; 360,000 tested, 1.7% active; AID 588405, 2011;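 active = inhibition of at least 50% at 20 µM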
MITF TRPM1 inh: inhibitors of MITF-dependent TRPM1 promoter reporter, primary screen, cell-based, SK-MEL-5, single point, luciferase; SK-MEL-5 TRPM1 promoter luciferase, 24 h; inhibition, % at 12.5 µM; 330,000 tested, 0.83% active;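 active = mean inhibition across replicates of 60% or more, whatever share of single replicates reaches that level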; note: values of inactives mirror those of a sister screen read the other way
KKLEB tox: cytotoxicity in KKLEB CF airway cells, primary screen, cytotoxicity control for CF NF-kB inhibitor project, cell-based, uHTS, fluorescence assay plates; KKLEB CF airway cells viability, ATPlite luminescence, overnight; hits give low values; cells stimulated with P. aeruginosa culture filtrate; activity change (cytotoxicity), % at 5 µM; 360,000 tested, 0.36% active; AID 602141, 2011;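 active = corrected activity change at or below -50% at 5 µM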
TWEAK Fn14 block: inhibitors of TWEAK-Fn14 signaling, primary screen, luciferase reporter cells, uHTS. TWEAK-stimulated Fn14 reporter cells, luciferase luminescence, 8 h. inhibition, % at 10 µM. 360,000 tested, 2% active. AID 1159606, 2016; in the data active = inhibition above about 50%
CF NFkB inh: inhibitors of PAF-induced NF-kB signaling, primary screen, cell-based, GFP fluorescence, uHTS; 360,000 tested, 0.86% active; KKLEB NF-kB-GFP reporter, GFP fluorescence overnight; AID 588850, 2011; inhibition, % at 5 µM;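 active = at least 50% inhibition at 5 µM, scaled per plate between neutral and stimulator controls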;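 note: PAF is a Pseudomonas aeruginosa culture filtrate used as stimulus; plate controls were PAF-stimulated DMSO wells for no effect and unstimulated DMSO wells for full effect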
NR2E3 ag-2: inhibitors of NR2E3-RetCOR corepressor binding, primary screen, NR2E3 agonist project, biochemical, TR-FRET, GST-NR2E3, biotin-RetCOR; AID 2300, 2010; 320,000 tested, 0.12% active; inhibition of corepressor binding, % at 4.78 µM; Photoreceptor-specific nuclear receptor (Homo sapiens), Q9Y5X4; 1536-well;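 active = percent inhibition above the cutoff of mean plus 3 SD of all tested compounds, set per screening campaign, cut at about 20% in these data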;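 note: 0% = DMSO wells and 100% = biotin wells as full block of FRET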
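system = GST-tagged NR2E3 plus biotinylated RetCOR corepressor | input = 1.35 nM GST-NR2E3 | also added = 7 nM biotin-RetCOR | schedule = 5 h incubation at 4 °C | measured by = TR-FRET with europium anti-GST and streptavidin-D2, 340 nm excitation | read-out = percent loss of FRET ratio relative to control wells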
HIF-2a inh: HIF-2a reporter inhibitors, primary screen, luminescence, 786-0 RCC cells; AID 624352, 2012; 786-0 RCC cells HIF-2a reporter, luciferase luminescence, overnight; inhibition, % at 18.8 µM; 360,000 tested, 0.72% active;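 active = inhibition of the luminescence signal of 40% or more relative to plate controls, in a single-dose primary screen at 18.75 µM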
C8 TRAIL sens: viability loss with TRAIL in NB7+C8 cells, primary screen, TRAIL sensitizer project, cell-based, ATPlite luminescence | inhibition (viability loss, TRAIL sensitization), % at 10 µM | 360,000 tested, 1% active | AID 624354, 2012;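 active = compounds causing at least 50% loss of cell viability in the single-dose screen, relative to plate controls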
The depositor's hits bear a star; . = no result given.

SMILES	NR2E3 ag-1	Shn3 inh set2	TROY NFkB inh	Peg3 promoter	MITF TRPM1 inh	KKLEB tox	TWEAK Fn14 block	CF NFkB inh	NR2E3 ag-2	HIF-2a inh	C8 TRAIL sens
CN(c1ccccc1)S(=O)(=O)c1ccc(C(=O)N2CCN(c3ccccc3Cl)CC2)cc1	0.0	6.6	7.9	26.0	-4.5	-6.2	10.3	14.6	.	-5.3	6.7
COc1ccc(CCNC(=O)c2ccccc2OCc2ccccc2)cc1	0.5	18.8	10.7	13.1	6.3	-6.8	-0.7	-0.2	3.3	-5.1	9.5
Nc1nc(-c2ccco2)nn1S(=O)(=O)c1ccccc1	7.3	7.1	6.6	-1.0	-7.7	10.9	9.2	-3.0	-1.9	19.3	-3.0
COc1cccc(Cn2nnc(C(=O)NCc3ccc4c(c3)OCO4)c2N)c1	-6.5	8.0	-2.4	-8.2	-46.6	-11.7	-9.5	12.2	-1.8	14.8	-3.6
CC(=O)NCCC(Cc1ccccc1)c1ccco1 (stereo not given)	-6.7	0.1	0.0	10.1	-4.6	2.4	17.9	-10.1	0.9	10.3	0.3
Cc1ccc(NC(=O)CCN2C(=O)NC3(CCCC3)C2=O)cc1S(=O)(=O)N1CCOCC1	7.3	-6.6	-1.2	3.7	-4.3	11.2	-17.1	9.7	2.6	3.4	1.0
COc1ccc(-c2nsc3c(N4CCCCC4C)ncnc23)cc1 (stereo not given)	93.6*	82.3	90.5*	97.1*	86.0*	-46.3	97.6*	-4.2	6.0	83.7*	77.5*
CCC(C)NC(=O)CSc1ccc(S(=O)(=O)N2CCN(Cc3ccccc3)CC2)cn1 (stereo not given)	3.4	27.5	8.9	13.3	2.7	7.3	-12.1	-23.4	4.9	-0.5	-1.7
C(=C\c1ccccc1)/CN1CCN(C(c2cccc3ccccc23)c2nnnn2C2CCCC2)CC1 (stereo not given)	-9.3	36.2	12.8	-10.9	.	-15.1	-1.7	22.0	.	-10.9	2.6
CN(C1CCCCC1)C(CNS(=O)(=O)c1ccccc1)c1ccccc1 (stereo not given)	-11.3	6.4	-11.1	-5.6	-0.3	-16.6	1.0	27.2	-3.4	0.8	3.2
Cc1[nH]c2ccc(Br)cc2c(=O)c1CN1CCCCC1	-10.6	-35.0	4.8	7.3	-4.3	-7.6	2.3	11.3	-0.8	0.0	-12.1
CN(C(=O)COC(=O)CSCc1cccc(Cl)c1)c1c(N)n(Cc2ccccc2)c(=O)[nH]c1=O	-3.5	-13.2	21.6	3.5	3.3	-10.2	11.5	7.8	0.0	7.5	-6.9
Cc1nc(CN(C)C(=O)c2cc(COc3ccc4ncccc4c3)on2)cs1	63.6	48.9	23.3	3.7	11.5	8.0	28.5	4.8	-0.3	-19.1	17.2
Cc1nnc2ccc(-c3ccc(NS(=O)(=O)c4ccc(Cl)s4)cc3)nn12	2.2	9.6	-3.5	4.7	-18.4	4.3	-0.5	-10.3	3.6	3.8	-9.5
COc1cc(C(=O)NCc2ccc(-c3nc4ccccc4o3)cc2)cc(OC)c1OC	-5.2	40.9	13.6	-11.9	-16.0	-7.4	-18.2	17.7	2.4	-44.0	34.9
O=C(CCC(=O)N/N=C/c1ccc(Br)s1)NCc1ccccc1	-15.0	-34.1	-6.7	17.1	-12.9	2.0	-12.6	-8.3	0.6	6.7	-8.3
O=C(COC(=O)C(Cc1ccccc1)NC(=O)c1ccccc1)c1ccccc1 (stereo not given)	-4.6	-10.4	-19.4	0.6	-0.7	-2.0	-11.6	-6.5	2.0	4.1	-5.4
CC(C)CC(C(=O)NCC1CCCO1)N(C(=O)Cn1nnc(-c2ccc(F)cc2)n1)c1ccccc1F (stereo not given)	-4.4	-5.0	-2.1	15.4	5.2	12.8	-2.9	-2.8	-2.2	12.7	-3.3
O=c1[nH]c(=O)n([C@H]2C[C@H](O)[C@@H](CO)O2)cc1F	10.4	76.4	-6.3	34.8	28.2	-32.0	-3.3	0.5	4.1	-2.6	-0.6
NC(=O)c1ccc(SCC(=O)OCC(=O)NC2CCCCCCC2)c([N+](=O)[O-])c1	8.5	-13.4	6.5	11.3	1.6	7.6	-13.7	-13.0	1.4	8.3	0.7

3 compounds from above, arranged by the number in NR2E3 ag-1, smallest number first.
SMILES,NR2E3 ag-1
Cc1[nH]c2ccc(Br)cc2c(=O)c1CN1CCCCC1,-10.6
CC(=O)NCCC(Cc1ccccc1)c1ccco1 (stereo not given),-6.7
COc1cccc(Cn2nnc(C(=O)NCc3ccc4c(c3)OCO4)c2N)c1,-6.5

Next compounds
SMILES	NR2E3 ag-1	Shn3 inh set2	TROY NFkB inh	Peg3 promoter	MITF TRPM1 inh	KKLEB tox	TWEAK Fn14 block	CF NFkB inh	NR2E3 ag-2	HIF-2a inh	C8 TRAIL sens
CC(=O)CCc1oc2ccc(C)cc2c1-c1ccccc1	-3.4	8.8	6.9	19.6	9.3	7.3	10.1	-19.4	2.5	11.9	-0.6
CCOCCCNC(=O)c1ccc(Br)cc1	-35.2	10.6	-7.5	-81.9	-7.8	3.5	-9.6	4.0	1.8	-97.6	9.0
CC1CCCC(NC(=O)COC(=O)/C=C/c2ccco2)C1C (stereo not given)	-13.1	-4.2	-6.6	-4.3	4.3	-5.3	12.0	-9.1	1.8	4.0	0.1
O=C(NCCN1CCOCC1)C(=O)NCC1OCCN1C(=O)c1ccc(Cl)cc1 (stereo not given)	7.2	-17.3	3.5	-5.4	.	-5.6	-3.6	-10.5	0.1	4.5	-4.7
COc1ccc(/C=N/NC(=O)c2ccc(Br)o2)cc1Cn1cc([N+](=O)[O-])cn1	3.7	17.9	-40.6	-5.7	-1.0	5.9	4.8	8.0	-1.4	3.4	9.3
CCn1cc(Br)c(C(=O)N(C)Cc2ccccc2)n1	-4.2	5.3	8.1	9.6	1.6	11.3	-2.1	1.2	3.1	3.8	-6.6
O=C(Nc1ccc(S(=O)(=O)N2CCCCC2)cc1)c1ccco1	-2.4	9.9	3.5	-19.5	0.6	-18.4	11.4	6.2	0.0	-14.1	32.2
COc1cccc(CNC(=O)C2CCN(c3nn4c(=O)cc(C)nc4s3)CC2)c1	-28.7	0.9	7.4	19.3	9.0	-5.4	-21.6	-9.5	1.0	13.0	-23.1
CCCCSc1nc(C)cc(C)c1S(=O)(=O)c1ccccc1C	-23.1	-3.4	10.4	39.5	5.8	0.2	-11.1	0.8	0.9	13.2	6.1
COc1ccccc1CCC(=O)Nc1nccs1	-20.6	2.3	-14.0	-24.8	-6.8	-17.8	-1.6	-15.4	1.8	-38.1	-11.4
Cc1ccc(S(=O)(=O)NCCCNS(=O)(=O)c2ccccc2[N+](=O)[O-])cc1	25.2	7.7	2.8	22.1	10.2	-5.6	-32.9	2.3	0.4	-11.2	4.1
COc1ccc2c(C(=O)c3ccc(Cl)cc3)n(CCCC(N)=O)[n+]([O-])c2c1	11.2	-0.6	11.0	2.7	12.2	-7.8	3.1	10.7	3.6	-5.7	-11.2
CCOC(=O)c1c(C(C#N)C#N)cc(C)nc1C	-7.8	-12.0	2.7	-6.5	6.0	-10.7	0.4	1.6	-0.3	10.1	7.6
COc1ccc([C@@H]2C[C@@H](c3ccccc3)Oc3cc(OC)cc(OC)c32)cc1	-17.3	7.9	-32.0	12.6	-6.2	6.6	-4.8	15.0	.	16.8	18.7
CCN(CC)CCCNC(=S)N(Cc1cccnc1)Cc1cc2cccc(C)c2[nH]c1=O	5.4	3.5	-6.0	1.2	-42.2	8.0	3.7	-8.4	0.4	7.1	1.7
CNc1nc(Nc2ccc([N+](=O)[O-])cc2)nc(OCC(F)(F)F)n1	-11.7	-1.6	5.8	14.7	15.1	-0.1	-55.4	11.7	0.8	16.6	-18.0
CN(C)C(=S)N=c1ssc(=S)n1Cc1cccnc1	85.6*	28.6	5.7	18.8	32.2	-23.3	6.0	16.0	.	1.6	-4.8
CC(C)(C)c1ccc(NNC(=O)C2CCC2)cc1	-15.4	.	-15.7	0.4	-11.1	6.5	-5.0	12.5	0.4	7.7	-10.2
COC(=O)c1cnn2c(C(F)(F)F)cc(-c3ccco3)nc12	17.4	-18.7	13.2	3.3	9.4	2.2	1.1	19.1	2.4	8.4	7.4
Cc1[nH]nc(N)c1-c1ccc(Cl)cc1	-9.3	4.2	3.0	-4.3	-5.4	13.6	20.7	7.1	2.2	-0.8	-14.6
N/C(=N\OC(=O)COc1ccccc1)c1cccnc1	-27.0	-47.7	-39.6	-129.9	-96.6	7.0	-44.7	-4.4	-0.5	-245.8	-6.8
Cc1cc(NC(=O)CCC(=O)N(Cc2cccs2)C(C(=O)NC2CCCC2)c2ccccc2)no1 (stereo not given)	5.3	18.6	-11.8	15.2	-1.7	4.6	33.5	5.9	2.6	14.8	0.2
Cc1cc(C)nc(N2CCCC(C(=O)NCc3ccc4c(c3)OCO4)C2)n1 (stereo not given)	5.9	9.7	23.3	15.5	3.7	5.7	-10.2	14.0	8.4	8.3	-5.9
O=C1CCCN1CCCNS(=O)(=O)c1cccc(F)c1	-26.7	-8.6	-3.9	5.2	1.2	-7.4	-23.5	-3.6	-2.3	11.2	-6.4
CCOCCCNC(=O)c1cc(Cl)c(NC(=O)C2=C(C)OCCS2)cc1OC	-31.5	10.5	-13.7	-14.4	1.4	9.4	-0.1	-3.8	0.2	-20.8	-16.5
CCCNC(=O)C(=O)Nc1cc2c3c(c1)CCC(=O)N3CCC2	4.4	-13.6	-5.7	7.5	7.3	10.2	-10.6	-11.3	0.4	4.5	-7.3
COCCCN1C(=O)c2ccc(C(=O)Nc3ccc(C)cc3C)cc2C1=O	-18.0	7.4	-19.2	0.4	1.2	-1.3	10.9	2.1	-0.3	16.5	-0.1
Cc1cc(C)cc(NC(=S)N2CCCC2)c1	-3.1	1.3	-1.8	9.4	3.5	-7.9	7.5	8.1	.	3.4	-11.9
COc1cccc(NC(=O)c2cccc(N3C(=O)C4C5C=CC(C5)C4C3=O)c2)c1 (stereo not given)	3.2	5.5	3.1	9.7	-4.9	-3.1	-2.4	13.3	0.1	-24.9	11.7
CN(Cc1ccccc1)C(=O)c1ccc(NC(=O)Cc2cccc(NC(=O)C3CCCN(C(=O)C4CCC4)C3)c2)cc1 (stereo not given)	10.1	-2.5	8.7	-14.5	-14.7	7.5	-5.5	-32.3	-2.5	9.0	4.1
O=[N+]([O-])c1ccc(NCCNCCOc2nonc2-c2ccccc2)c([N+](=O)[O-])c1	0.0	24.9	-0.8	6.5	1.8	2.5	-6.8	15.1	1.6	15.9	0.0
COc1ccccc1N1CCN(C(=O)c2[nH]c(C(F)(F)F)nc2-c2ccccc2)CC1	14.5	14.3	14.7	-15.0	.	-12.8	11.7	45.1	.	21.1	28.4

Some of the compounds tested; count on the stated rates, not on these rows.
